Bioassay records (PubChem BioAssay)
BCLXL inh – inhibitors of human Bcl-xL; Q07817; GST-Bcl-xL / FITC-Bim BH3 peptide fluorescence polarization; inhibition, % at 10.9 µM; 320,000 tested, 0.7% active;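 active means inhibition above the mean of all tested compounds plus 3 SD, cutoff set per campaign, cut at about 30% in these data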;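 further: 0% = DMSO wells and 100% = unlabeled Bim-BH3 peptide competitor; inhibitors lower millipolarization by displacing the labeled peptide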
Target sequence (Q07817 whole entry, looked up): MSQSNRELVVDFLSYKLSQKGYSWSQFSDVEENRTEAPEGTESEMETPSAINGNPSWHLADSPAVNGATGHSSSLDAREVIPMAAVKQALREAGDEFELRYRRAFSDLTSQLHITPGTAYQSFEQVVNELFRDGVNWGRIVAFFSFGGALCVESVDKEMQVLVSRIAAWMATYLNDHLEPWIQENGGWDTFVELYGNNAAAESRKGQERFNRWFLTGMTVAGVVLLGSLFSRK
Yeast superoxide – caloric restriction mimetics inhibiting age-related superoxide in yeast | superoxide response (% of plate mean), % at 10 µM | S. cerevisiae aged cells, superoxide DHE fluorescence; active compounds read low | 330,000 tested, 0.18% active;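 active means superoxide response under a set limit, about three screen SD below normal, cut at about 65% in these data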;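 further: yeast aged for seven days with compound at 30 °C before DHE staining; 100% = average MFI of all compound-treated wells on the plate with controls excluded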
CIT2 TOR yeast – modulators of TOR pathway CIT2-GFP in S. cerevisiae; S. cerevisiae CIT2-GFP strain, flow cytometry, 3 h; 100 means same as DMSO wells; 320,000 tested, 0.065% active; AID 2029; GFP response vs DMSO, % at 10 µM;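 active means GFP response relative to DMSO above a set limit, near the screen mean plus 3 SD, cut at about 150% in these data; inconclusive means Fewer than 70 cells measured for a yeast strain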;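 further: ratio of well median GFP fluorescence to mean of DMSO wells on the plate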
MCL1 BIM primary – disrupts human MCL1 binding to BIM-BH3 peptide; GST-MCL1 / FITC-Bim-BH3 fluorescence polarization; inhibition, % at 10.9 µM; 320,000 tested, 0.68% active; AID 2057;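 active means inhibition above the mean inhibition of all tested compounds plus 3 SD, set per campaign, cut at about 40% in these data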;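 further: 0% = DMSO wells and 100% = unlabeled Bim-BH3 peptide control; higher means more loss of mP so more displacement of Bim peptide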
Target sequence (Q07820 whole entry, looked up): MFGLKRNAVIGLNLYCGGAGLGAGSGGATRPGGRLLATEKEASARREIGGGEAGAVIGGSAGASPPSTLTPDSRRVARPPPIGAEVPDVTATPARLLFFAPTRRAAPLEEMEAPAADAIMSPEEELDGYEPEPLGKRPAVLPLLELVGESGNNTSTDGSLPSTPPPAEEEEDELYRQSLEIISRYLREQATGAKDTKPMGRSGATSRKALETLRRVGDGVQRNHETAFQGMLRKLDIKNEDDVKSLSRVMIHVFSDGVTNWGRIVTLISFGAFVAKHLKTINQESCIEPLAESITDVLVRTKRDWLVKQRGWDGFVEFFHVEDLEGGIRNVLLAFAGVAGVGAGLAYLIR
GRK2 aptamer HTS – human GRK2 inhibition via aptamer displacement; inhibition of aptamer binding, % at 10 µM; P25098; AID 488847; bead flow cytometry, FAM-aptamer displacement from GRK2; 330,000 tested, 0.59% active;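 active means inhibition of aptamer binding above 40%, roughly 3 SD of noise, on plates passing a quality check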;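 further: median bead fluorescence of bound FAM aptamer so fluorescent compounds give negative values; no value below 0 was filed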
VLA-4 inh – inhibition in a human VLA-4 binding assay; VLA-4 expressing cells, ligand binding flow cytometry; inhibition, % (about 7 µM as worked out from the volumes in the protocol); 330,000 tested, 0.2% active; AID 2557; in the data active means inhibition above about 50%
GLD-1 RNA inh – GLD-1-TGE RNA interaction inhibition (C. elegans) | Q17339 | purified GLD-1 + fluorescein TGE RNA, fluorescence polarization | inhibition, % at 5.96 µM | 320,000 tested, 0.44% active | AID 2280;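 active means percent inhibition above a per-plate cutoff, the plate mean of test compounds plus 3 SD, cut at about 30% in these data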;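 further: 0% = DMSO wells with GLD-1 and probe and 100% = wells lacking GLD-1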
MEX-5 binding – C. elegans MEX-5 TCR-2 RNA binding activity; activity score (negative = inhibition of binding), % at 10 µM; MEX-5/FITC-TCR2 RNA binding, fluorescence polarization; active compounds read low; 300,000 tested, 0.38% active; AID 1832; Q9XUB2;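 active means inhibition past about -25% in most replicates, and total fluorescence under double the plate's negative control median, limit read from the data; inconclusive means replicates evenly split on the limit, or fluorescence at least double controls; inactive means too little inhibition in most replicates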;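 further: 0% = DMSO and -100% = 5 µM competing unlabeled TCR2 RNA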
Target sequence (Q9XUB2 whole entry, looked up): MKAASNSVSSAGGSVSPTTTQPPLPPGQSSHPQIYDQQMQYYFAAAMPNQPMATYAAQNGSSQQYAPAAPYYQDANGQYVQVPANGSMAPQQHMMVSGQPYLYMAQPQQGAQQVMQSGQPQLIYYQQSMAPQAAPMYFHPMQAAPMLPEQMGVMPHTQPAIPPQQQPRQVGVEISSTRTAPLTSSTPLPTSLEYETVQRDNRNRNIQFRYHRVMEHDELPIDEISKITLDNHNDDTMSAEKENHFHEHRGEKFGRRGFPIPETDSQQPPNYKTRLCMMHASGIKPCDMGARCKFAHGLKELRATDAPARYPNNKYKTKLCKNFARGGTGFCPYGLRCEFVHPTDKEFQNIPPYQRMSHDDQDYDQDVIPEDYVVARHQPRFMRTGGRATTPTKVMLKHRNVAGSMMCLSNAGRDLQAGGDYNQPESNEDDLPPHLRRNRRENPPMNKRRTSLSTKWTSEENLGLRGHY
AGP1-GFP MLPCN – yeast TOR pathway AGP1-GFP modulation. S. cerevisiae AGP1-GFP multiplex flow cytometry, 3 h; GFP as percent of DMSO wells. GFP response vs DMSO, % at 10 µM. 320,000 tested, 0.02% active. AID 2066;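 active means GFP response relative to DMSO above a set limit, near screen average plus 3 SD, cut at about 150% in these data; inconclusive means fewer than 70 cells counted for the yeast strain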;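 further: median GFP channel fluorescence of the gated AGP1 strain per well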
An asterisk follows results filed as active; ? = inconclusive; nt = no result given; [ ] = dose if it differs, or a comment.

SMILES	BCLXL inh	Yeast superoxide	CIT2 TOR yeast	MCL1 BIM primary	GRK2 aptamer HTS	VLA-4 inh	GLD-1 RNA inh	MEX-5 binding	AGP1-GFP MLPCN
CC(C)c1nnc(NC(=O)CCC(=O)Nc2ccccc2)s1	2	89	95	-4	1	4	4	0.1	104
Cc1cc(O)cc(C)c1NS(=O)(=O)c1ccc2ccccc2c1	-1	104	104	-3	3	10	1	1.1	102
COc1ccc(Cl)cc1CN1CCN(c2nc(C)cc(C)c2C#N)CC1	78*	88	113	85*	0	-5	14	-18	107
O=Cc1ccc(OCc2ccccn2)cc1	3	87	100	1	0	11	7	-0.6	98
C=CCn1c(SCC(=O)Nc2ccc(F)cc2)nc2ccccc2c1=O	6	101	106	4	0	1	4	0.0	97
CC(C)(CNC(=O)Cc1ccc(Cl)cc1Cl)N1CCCCC1	9	85	86	5	0	12	7	1.6	91
COc1ccc(Nc2nc3c([nH]2)c(=O)[nH]c(=O)n3C)cc1	1	97	99	-1	2	3	5	-1.1	108
S=C(NCCN1CCOCC1)Nc1ccc(Nc2ccccc2)cc1	4	96	102	9	0	-2	8	2.2	105
Cc1nc(SCC(N)=O)c(C#N)c(C)c1C	2	101	103	5	0	14	8	-1.3	108
CC(=O)c1cc(C#N)c(N2CC(C)OC(C)C2)nc1C (centres undefined)	4	103	94	2	2	-10	6	-1.9	89
Cc1ccc(NC(=O)C2CCN(C(=O)c3cccs3)CC2)cc1	0	102	101	6	2	-1	11	1.8	108
O=c1c2c(-c3ccccc3)csc2ncn1/N=C/c1c2ccccc2cc2ccccc12	4	95	102	4	0	-13	1	-0.9	102
CC(C)CCNC(=O)CN1C(=O)NC(c2ccccc2)(c2ccccc2)C1=O	0	109	107	-10	1	1	11	-1.2	105
Cc1cccc(NC(=O)CSC(N)=O)c1C	-1	90	95	14	0	7	2	2.3	98
CC(c1ccccc1)N1C(=O)/C(=C/c2ccncc2)SC1=S (centres undefined)	3	89	73	4	3	13	5	1.2	90

Already shown: two of the compounds above.
SMILES	BCLXL inh	Yeast superoxide	CIT2 TOR yeast	MCL1 BIM primary	GRK2 aptamer HTS	VLA-4 inh	GLD-1 RNA inh	MEX-5 binding	AGP1-GFP MLPCN
Cc1cccc(NC(=O)CSC(N)=O)c1C	-1	90	95	14	0	7	2	2.3	98
CC(c1ccccc1)N1C(=O)/C(=C/c2ccncc2)SC1=S (centres undefined)	3	89	73	4	3	13	5	1.2	90

New compounds follow.
SMILES	BCLXL inh	Yeast superoxide	CIT2 TOR yeast	MCL1 BIM primary	GRK2 aptamer HTS	VLA-4 inh	GLD-1 RNA inh	MEX-5 binding	AGP1-GFP MLPCN
CCCc1c(O)nc(SCc2ccccc2)[nH]c1=O	5	113	95	5	1	4	4	-1.4	102
COc1ccc(CCNC(=S)NC(=O)c2cccc(Cl)c2)cc1OC	3	89	90	-1	3	-9	-3	0.1	100
CC(=O)N1CCN=C1SCc1ccc(C)cc1	-3	110	100	-6	6	14	4	0.7	101
CCOC(=O)c1c(-c2ccccc2)csc1NC(=O)C(C)NCc1ccco1 (centres undefined)	7	70	106	4	0	10	2	1.5	102
CCOC(=O)c1ccc(N(C(=O)CNC(=O)c2ccco2)C(C(=O)NCC2CCCO2)c2ccc(OC)c(OC)c2)cc1 (centres undefined)	1	112	85	4	0	6	-3	0.1	85
CCOC(=O)C1CCN(CCC(=O)Nc2ccc(F)cc2)CC1	3	89	100	-5	0	5	-8	-0.7	111
COc1cccc(-c2cc(C(=O)NN3CCOCC3)c3ccccc3n2)c1	2	113	97	2	1	18	3	2.2	97
Cc1ccc2c(c1)N(C(=O)CCC(=O)N1CCOCC1)CCO2	2	99	103	0	0	-10	0	0.0	110
O=C(COC(=O)Cc1ccc(Br)cc1)NCC1CCCCC1	1	118	110	-4	0	-5	6	0.4	96
C=CCn1c(OCc2ccccc2)n[nH]c1=S	-5	89	97	-15	0	-9	-6	-1.5	92
CC(=O)c1cc(F)c(N2CCN(C(=O)COc3ccc(F)cc3)CC2)cc1C	-1	92	98	7	0	1	3	0.6	104
O=C(O)CNS(=O)(=O)c1c(Cl)cccc1Cl	4	102	98	1	0	1	-2	-1.3	109
Cc1ccc(NC(=O)CCc2nnc(SCC(=O)Nc3ccccc3C)n2C)cc1Cl	3	110	94	-4	0	-12	-5	-2.6	99
O=C(COc1cccc2cccnc12)Nc1nccs1	-4	101	107	-3	0	6	2	2.1	107
COC(=O)c1ccc(S(=O)(=O)NCc2ccccc2)n1C	3	104	94	3	2	-9	2	-0.9	92
Cc1cc(C)c(C(=O)c2ccc(C(=O)N(C(C)C)C(C)C)cc2)c(C)c1	-1	98	115	-7	0	2	0	-0.4	116
CCC1(CC)NC(=O)N(CC(=O)OCC(=O)Nc2ncc(Cl)cc2Cl)C1=O	21	103	102	27	2	6	12	-3.0	104
Cc1ccc(C)n1NC(=O)c1ccccc1	-1	100	92	0	13	-1	2	-0.4	95
Cn1c(=O)[nH]c(=O)c2c1nc(N1CCCCC1)n2CC(O)CN1CCCCC1 (centres undefined)	4	95	109	9	1	8	9	0.0	102
COc1ccc2nc(C3CCCCC3)nc(C3CCCCC3)c2c1	2	100	126	10	4	-13	-1	0.1	92
CC1CCCC(C)N1C(=O)COC(=O)CCC(=O)c1cccs1 (centres undefined)	nt	92	109	nt	2	0	0	nt	100
CCC(=O)N1CC2(C)CN(C(=O)CC)CC(C)(C1)C2	3	108	100	11	0	0	-5	1.6	107
O=C(COC(=O)c1cccc(S(=O)(=O)N2CCOCC2)c1)c1ccccc1	0	96	?	-14	1	-6	6	-2.0	15[may fluoresce violet]
CCN1C(=O)C2C(c3cccc(F)c3)NC(C)(C(=O)OC)C2C1=O (centres undefined)	-6	144	77	-6	3	4	-1	-1.4	99
CC(=O)NCC(=O)NC1CCCc2c1cnn2-c1ccc(C(C)(C)C)cc1 (centres undefined)	1	98	105	0	1	7	7	1.7	96
CCOC(=O)C1CCN(C(=O)C2CCN(c3nnc(-n4cccc4)s3)CC2)CC1	2	102	97	1	2	0	-2	1.6	101
N=C1C(c2ccccc2)=C(O)CN1c1cccc(S(=O)(=O)N2CCCCC2)c1	11	98	102	2	7	-6	6	-0.8	98
Cn1c(/C=N/NC(=O)c2ccccc2Br)nc2ccccc21	3	147	?	-4	0	1	0	1.2	?
CCNC(=O)N(CC)C[C@H]1N[C@@](Cc2ccccc2)(C(=O)OC)[C@H]2C(=O)N(C)C(=O)[C@@H]12	nt	124	91	nt	0	-9	1	nt	86
O=C1C2C3C=CC(C4CC34)C2C(=O)N1/N=C/c1ccc([N+](=O)[O-])o1 (centres undefined)	1	115	80	-1	0	6	-8	0.9	89
CCOc1cc(CNn2c(C)nnc2SCC(=O)NC(C)(C)C)ccc1OCC(=O)NC(C)(C)C	-5	97	80	-10	1	21	-3	-2.6	91
CN1CCN(c2ccc(S(=O)(=O)N3CCCCC3)cc2NC(=O)c2ccc3ccccc3c2)CC1	-1	101	95	-19	0	1	-2	2.2	98
Cc1ccc(C2CC(c3cccc(C)c3)n3nc(N)nc3N2)cc1 (centres undefined)	8	99	99	4	0	30	-1	1.8	100
Oc1ccc(-c2csc(Nc3ccccn3)n2)cc1	-1	105	110	-3	0	-13	-3	-0.8	97
COc1cccc(NC(=O)CCCN2C(=O)C3CC=CCC3C2=O)c1 (centres undefined)	-1	96	nt	5	2	-2	3	-1.6	53
Cc1nc(SCC(=O)N2CCOCC2)c2c3c(sc2n1)CCC3	nt	120	97	nt	0	7	-2	nt	103
Nc1ccc(N2CCOCC2)cc1C(F)(F)F	2	91	108	9	1	0	0	-0.8	108
COc1ccccc1N1CCN(/N=C/c2cccc(Cl)c2)CC1	33*	99	105	-5	0	7	4	1.0	99
Cc1cc(=O)n2c(sc3ccccc32)c1C#N	10	114	87	5	3	14	-2	5.3	93
CC(C)(C)C(=O)Nc1cccc(S(=O)(=O)NC2=NCCC2)c1	-2	98	92	-5	0	0	14	1.4	99
COc1cccc(/C=N\NC(=O)C2=NNC(=O)C2C)c1O (centres undefined)	5	98	104	11	0	17	-5	2.8	100
COC(=O)C1=C(C)NC(=O)C1(NC(=O)c1ccncc1)C(F)(F)F (centres undefined)	2	94	102	1	0	4	6	-4.1	99
O=C(OCCOCCN=C1NS(=O)(=O)c2ccccc21)c1ccc(F)cc1	0	97	97	-1	0	6	14	0.8	100
NS(=O)(=O)c1ccc(CCNC(=O)c2ccc3c(c2)OCO3)cc1	0	96	111	2	0	1	4	0.7	111
COc1cccc(NC(=O)COc2cccc(-n3cnnn3)c2)c1	5	86	96	-2	3	1	12	1.5	96
c1ccc(C[n+]2cccc(-c3ccccc3)c2)cc1	4	96	108	5	0	21	9	1.6	97
CC1CCc2sc(C(=O)NNC(=O)c3ccncc3)cc2C1 (centres undefined)	-3	95	105	5	1	13	-2	-1.2	115
O=C(CCc1c[nH]c2ccccc12)NCC1CCCO1 (centres undefined)	7	103	101	8	6	19	4	2.4	105
Cc1ccccc1-c1nc(Cc2ccc(Cl)cc2)no1	1	98	89	1	0	3	8	-1.4	95

Of the compounds above, these have an aryl methoxy group:
SMILES	BCLXL inh	Yeast superoxide	CIT2 TOR yeast	MCL1 BIM primary	GRK2 aptamer HTS	VLA-4 inh	GLD-1 RNA inh	MEX-5 binding	AGP1-GFP MLPCN
COc1ccc(Cl)cc1CN1CCN(c2nc(C)cc(C)c2C#N)CC1	78*	88	113	85*	0	-5	14	-18	107
COc1ccc(Nc2nc3c([nH]2)c(=O)[nH]c(=O)n3C)cc1	1	97	99	-1	2	3	5	-1.1	108
COc1ccc(CCNC(=S)NC(=O)c2cccc(Cl)c2)cc1OC	3	89	90	-1	3	-9	-3	0.1	100
CCOC(=O)c1ccc(N(C(=O)CNC(=O)c2ccco2)C(C(=O)NCC2CCCO2)c2ccc(OC)c(OC)c2)cc1 (centres undefined)	1	112	85	4	0	6	-3	0.1	85
COc1cccc(-c2cc(C(=O)NN3CCOCC3)c3ccccc3n2)c1	2	113	97	2	1	18	3	2.2	97
COc1ccc2nc(C3CCCCC3)nc(C3CCCCC3)c2c1	2	100	126	10	4	-13	-1	0.1	92
COc1cccc(NC(=O)CCCN2C(=O)C3CC=CCC3C2=O)c1 (centres undefined)	-1	96	nt	5	2	-2	3	-1.6	53
COc1ccccc1N1CCN(/N=C/c2cccc(Cl)c2)CC1	33*	99	105	-5	0	7	4	1.0	99
COc1cccc(/C=N\NC(=O)C2=NNC(=O)C2C)c1O (centres undefined)	5	98	104	11	0	17	-5	2.8	100
COc1cccc(NC(=O)COc2cccc(-n3cnnn3)c2)c1	5	86	96	-2	3	1	12	1.5	96
